RORgamma inh = blocks mouse ROR gamma transcriptional activity | 310,000 tested, 5.4% active | P51450 | Potency, µM (highest dose often 53.6 µM), for inactives: at the top dose activity change, negative = inhibition, usual class: inhibitors | Drosophila S2 Gal4-RORgamma UAS-luciferase reporter, 20 h; further: on the % scale 0 is the no-effect control and ±100 the full control effect; nearly all actives have a fitted effect of over 60% in size
Target sequence (P51450 whole entry, looked up, the tested form may be a part): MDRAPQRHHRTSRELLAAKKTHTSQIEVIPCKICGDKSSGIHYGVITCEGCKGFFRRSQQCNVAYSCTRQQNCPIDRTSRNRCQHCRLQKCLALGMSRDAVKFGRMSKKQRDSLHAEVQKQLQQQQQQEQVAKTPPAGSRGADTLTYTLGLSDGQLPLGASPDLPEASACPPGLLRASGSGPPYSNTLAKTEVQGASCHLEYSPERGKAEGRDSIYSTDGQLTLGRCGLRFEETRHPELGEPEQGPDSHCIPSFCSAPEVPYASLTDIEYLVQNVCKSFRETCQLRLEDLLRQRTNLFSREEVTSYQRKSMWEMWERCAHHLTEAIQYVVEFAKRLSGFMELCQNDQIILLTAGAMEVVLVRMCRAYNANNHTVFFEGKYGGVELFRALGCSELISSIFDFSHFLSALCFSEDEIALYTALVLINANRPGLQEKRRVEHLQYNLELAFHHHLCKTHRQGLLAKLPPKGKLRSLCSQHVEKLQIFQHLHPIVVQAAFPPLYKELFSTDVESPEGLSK
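A Gal4/UAS one-hybrid system in insect cells: metallothionein-promoter Gal4–ROR gamma fusion plus Photinus luciferase reporter. Copper sulfate 700 uM final, 20 hr ambient incubation, luminescent detection after 10 min with reagent.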
VP16 counter = Gal4-VP16 reporter inhibition counter-screen | Drosophila S2 Gal4-VP16 UAS-luciferase, luminescence, 20 h | Potency, µM (series often up to 53.6 µM), for the others: at the highest dose activity, negative = inhibition, most hits filed as inhibitors | 310,000 tested, 3.5% active;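 further: Gal4-VP16 expression switched on by copper sulfate through the metallothionein promoter; on the % scale 0 is the no-effect control and ±100 the full control effect; nearly all actives have a fitted effect of over 50% in size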
Menin MLL FP TR = displaces Texas Red mutant MLL peptide from human menin. O00255. Menin + Texas Red MLL mutant peptide, fluorescence polarization. Potency, µM (doses to about 61.6 µM), inactives show top-dose FP activity change, negative = inhibition, hits mostly inhibitors. 270,000 tested, 0.23% active. AID 1768; active means well fitted inhibition curve with a large enough effect in the polarisation, with a control signal flat, not every such curve was filed as active; inconclusive means small, poorly fitted or top-dose-only effect, or effect the other way, or a change in a side signal; inactive means no such curve, though single readings can be large or run the other way; the % refers to the polarisation; further: % of control where 0% means no effect; many of its hits are not listed in these tables
Active calls of the source: *; ? = inconclusive; & = joins results of further samples; [ ] = another dose, or the depositor's remark. Unless noted, the call rests on the fitted dose curve; in most records, active means well fitted curve in the direction sought with a large enough effect; inconclusive means small, poorly fitted or top-dose-only effect, or another doubt; inactive means no such curve, though single readings can be large; an effect the other way counts as inactive or inconclusive. Potency means the concentration at half of the fitted maximal effect. Only part of the results is shown. The share of hits here may be higher or lower than overall.

Below each SMILES – RORgamma inh	VP16 counter	Menin MLL FP TR
- Cc1noc(C)c1-c1nc(N(C)Cc2ccco2)c2ccccc2n1
    -15%	-6%	14%
- O=C(O)Cc1ccc(CCNS(=O)(=O)c2ccc(Cl)cc2)cc1
    12%&12%	-2%&2%	-6%&0%
- CC(C)CN1CC[C@@]2(CCCN(C(=O)c3cccc(F)c3)C2)C1
    0%	2%	-12%
- C=CCOC(=O)N[C@H](/C(C(=O)OC)=C(\C)NCc1ccccc1)c1cccc(C(F)(F)F)c1
    3%	6%	-4%
- COC(=O)[C@@H]1[C@@H]2C[C@H]3c4[nH]c5cc(OC)ccc5c4CCN3C[C@@H]2C[C@H](OC(=O)/C=C\c2cc(OC)c(OC)c(OC)c2)[C@H]1OC
    4%[2.98 µM]	-6%[17 µM]	-22%[24.8 µM]
- CC(=O)OC[C@@H]1O[C@H](C/C=N\O[C@@H](C)c2cn([C@H](CO)Cc3ccccc3)nn2)C=C[C@@H]1OC(C)=O
    1%&16%[10 µM]	8%&-6%[10 µM]	-1%&17%[11.7 µM]
- Cc1ccccc1-c1cncnc1NCc1ccccc1
    -22%	2%	-14%
- COc1ccc(-c2nc3cnc(N4CCOCC4)nc3n(-c3ccc(OC)cc3)c2=O)cc1
    4%	-2%	-5%
- CO[C@H]1COC(=O)C/C=C\[C@H](C)COC(=O)[C@@H](OCc2ccccc2)/C=C\[C@@H]1C
    -2%[10 µM]	5%[10 µM]	-11%[11.7 µM]
- CCCCC(C)/C=C(C)/C=C(\C)C(=O)NC1=CC(O)(/C=C/C=C/C=C/C(=O)NC2=C(O)CCC2=O)C2OC2C1=O (centres undefined)
    0.56µM*	1.3µM*	?
- CCNc1ncc2nc(-c3ccccc3)c(=O)n(C)c2n1
    2%	22%	12%
- CCCCC(=O)Oc1ccccc1C(=O)O
    5%&27%	-16%&1%	-15%&-13%
- COc1cc(CN2CCN(CCCSc3cc(C(C)(C)C)c(O)c(C(C)(C)C)c3)CC2)cc(OC)c1OC
    -24%	?	-19%
- [O-][n+]1cccc(CO)c1
    12%	-3%	-12%
- COc1ccc(/C=C/NC(=O)c2ccc(OC)cc2)cc1
    -27%[10 µM]	-7%[10 µM]	14%[11.7 µM]

Looked up by structure from the entries so far, 2 records:
Below each SMILES – RORgamma inh	VP16 counter	Menin MLL FP TR
- [O-][n+]1cccc(CO)c1
    12%	-3%	-12%
- C=CCOC(=O)N[C@H](/C(C(=O)OC)=C(\C)NCc1ccccc1)c1cccc(C(F)(F)F)c1
    3%	6%	-4%

The results go on:
Below each SMILES – RORgamma inh	VP16 counter	Menin MLL FP TR
- COC(=O)CCC(C)C1CCC2C3C(C[C@H](O)C12C)C1(C)CC[C@@H](O)CC1C[C@H]3O (some centres undefined)
    -2%	-25%	-26%[24.8 µM]
- CO[C@H]1COC(=O)[C@H](C)COC(=O)[C@H](C)NC(=O)C/C=C\[C@H]1C
    11%[10 µM]	-16%[10 µM]	4%[11.7 µM]
- CCOC(=O)CNC(=O)O[C@H]1C(=O)c2cc(OC)ccc2O[C@@H]1c1ccc(OC)c(Br)c1
    0%	-3%	-13%
- CC1(C)C(O)CC[C@]2(C)C1CC[C@@]1(C)C2C(=O)C=C2[C@@H]3C[C@@](C)(C(=O)O)CC[C@@]3(C)CCC21C (some centres undefined)
    4%	3%	-10%
- C/C=C1/C2C=C(C)CC1(N)c1ccc(=O)[nH]c1C2 (centres undefined)
    5%	-3%	2%
- C[C@H](NC(=O)Cc1cc(F)cc(F)c1)C(=O)N[C@@H](C(=O)OC(C)(C)C)c1ccccc1
    9%	-6%	?
- Cc1cc2c(nc1C)CCCN2C[C@@H](O)CN1CCN(C)CC1
    -24%[10 µM]	-4%[10 µM]	-4%[11.7 µM]
- COCCCCC(=NOCCN)c1ccc(C(F)(F)F)cc1
    -3%	-2%	0%&-1%[24.8 µM]
- OCC1(CO)COC(C(Cl)(Cl)Cl)OC1
    -1%	-4%	-7%
- CON(C)C(=O)c1nnc2c(n1)[nH]c1ccccc12
    1%[10 µM]	-6%[10 µM]	4%[11.7 µM]
- CCN1C(=O)[C@H]2[C@H]3[C@H](O)[C@H](O)C/C(=N/OC[C@@H](O)COCc4ccco4)[C@H]3CC[C@@H]2C1=O
    2%[10 µM]	1%[10 µM]	-8%[11.7 µM]
- COc1ccc(-n2c(=O)c(-c3ccc(Cl)cc3)nc3cnc(N4CCOCC4)nc32)cc1
    14%	5%	11%
- COC(=O)NC(CC(C)=O)c1ccc(Cl)cc1 (centres undefined)
    22%[10 µM]	1%[10 µM]	5%[11.7 µM]
- Cc1cccc(CNc2ccnc(-c3cccc(NS(C)(=O)=O)c3)n2)c1
    32%	-21%	?
- O=c1cnc2cnc(N3CCOCC3)nc2n1C1CC1
    2%	2%	-3%

Going on with the list.
Below each SMILES – RORgamma inh	VP16 counter	Menin MLL FP TR
- COc1ccccc1-c1cc(NCc2ccccc2)ncn1
    12%	-1%	2%
- CCNc1ncc2nc(-c3cccs3)c(=O)n(C[C@H]3CCCO3)c2n1
    -19%	-4%	10%
- CCCCCCCC1=CC2=CC(=O)C(C)(O)C(=O)C2=CN1CCCC (centres undefined)
    0%[10 µM]	7%[10 µM]	-1%[11.7 µM]
- C/C=C/OC(=O)NC(c1cccc(C)c1)[C@@]1(C(=O)OCC)CCCC1=O (some centres undefined)
    1%[10 µM]	-4%[10 µM]	6%[11.7 µM]
- CCN1C(=O)[C@H]2[C@@H]3[C@H](O)C=CC(=O)[C@H]3CC[C@H]2C1=O
    0%[10 µM]	8%[10 µM]	21%[11.7 µM]
- CN(Cc1cnc2nc(N)nc(N)c2n1)c1ccc(C(=O)N[C@H](CCC(=O)O)C(=O)O)cc1
    -26%[16.9 µM]	-4%[17 µM]	2%[24.8 µM]
- C=C1C(=O)OC2C[C@@]3(C)CCCC(C)C3=CC12 (some centres undefined)
    10µM*	?	-18%
- COCC(=O)N1CCC[C@@]2(CCN(Cc3ccc(C#N)cc3)C2)C1
    -7%	-11%	10%
- CC(C)[C@@H]1[C@H]2CC[C@H](C2)[C@H]1N
    19%	0%	?
- Fc1ccc(Cl)cc1-c1nc(Nc2ccncc2)c2nccnc2n1
    -16%	20%	23%
- O=C1c2ccccc2CC[C@H]1CNCCc1ccc(O)cc1
    14µM*	11µM*	0%[24.8 µM]
- CCOC(=O)c1c(C)[nH]c2ccc3c(c12)CN1CCc2cc(OC)ccc2[C@@H]1O3
    40%	?	-17%[24.8 µM]
- N#Cc1cccc(-c2ccc3ncnc(NCc4ccccc4)c3c2)c1
    ?	?	12%
- O=C1[C@@H]2C[C@@H]3C[C@H]1C[C@@](O)(C3)C2
    0%	0%	0%
- C=CC1=C(C)C2=NC1=CC1=NC(=CC3=NC(=CC4=NC(=C2)C(C)=C4CCC(=O)O)C(CCC(=O)O)=C3C)C(C=C)=C1C.[Zn]
    12%	-17%	?

A portion from further up, for reference:
Below each SMILES – RORgamma inh	VP16 counter	Menin MLL FP TR
- COc1ccc(-n2c(=O)c(-c3ccc(Cl)cc3)nc3cnc(N4CCOCC4)nc32)cc1
    14%	5%	11%
- COC(=O)NC(CC(C)=O)c1ccc(Cl)cc1 (centres undefined)
    22%[10 µM]	1%[10 µM]	5%[11.7 µM]
- Cc1cccc(CNc2ccnc(-c3cccc(NS(C)(=O)=O)c3)n2)c1
    32%	-21%	?
- O=c1cnc2cnc(N3CCOCC3)nc2n1C1CC1
    2%	2%	-3%
- COc1ccccc1-c1cc(NCc2ccccc2)ncn1
    12%	-1%	2%
- CCNc1ncc2nc(-c3cccs3)c(=O)n(C[C@H]3CCCO3)c2n1
    -19%	-4%	10%
- CCCCCCCC1=CC2=CC(=O)C(C)(O)C(=O)C2=CN1CCCC (centres undefined)
    0%[10 µM]	7%[10 µM]	-1%[11.7 µM]
- C/C=C/OC(=O)NC(c1cccc(C)c1)[C@@]1(C(=O)OCC)CCCC1=O (some centres undefined)
    1%[10 µM]	-4%[10 µM]	6%[11.7 µM]
- CCN1C(=O)[C@H]2[C@@H]3[C@H](O)C=CC(=O)[C@H]3CC[C@H]2C1=O
    0%[10 µM]	8%[10 µM]	21%[11.7 µM]
- CN(Cc1cnc2nc(N)nc(N)c2n1)c1ccc(C(=O)N[C@H](CCC(=O)O)C(=O)O)cc1
    -26%[16.9 µM]	-4%[17 µM]	2%[24.8 µM]
- C=C1C(=O)OC2C[C@@]3(C)CCCC(C)C3=CC12 (some centres undefined)
    10µM*	?	-18%
- COCC(=O)N1CCC[C@@]2(CCN(Cc3ccc(C#N)cc3)C2)C1
    -7%	-11%	10%
- CC(C)[C@@H]1[C@H]2CC[C@H](C2)[C@H]1N
    19%	0%	?
- Fc1ccc(Cl)cc1-c1nc(Nc2ccncc2)c2nccnc2n1
    -16%	20%	23%
- O=C1c2ccccc2CC[C@H]1CNCCc1ccc(O)cc1
    14µM*	11µM*	0%[24.8 µM]
- CCOC(=O)c1c(C)[nH]c2ccc3c(c12)CN1CCc2cc(OC)ccc2[C@@H]1O3
    40%	?	-17%[24.8 µM]
- N#Cc1cccc(-c2ccc3ncnc(NCc4ccccc4)c3c2)c1
    ?	?	12%
- O=C1[C@@H]2C[C@@H]3C[C@H]1C[C@@](O)(C3)C2
    0%	0%	0%
- C=CC1=C(C)C2=NC1=CC1=NC(=CC3=NC(=CC4=NC(=C2)C(C)=C4CCC(=O)O)C(CCC(=O)O)=C3C)C(C=C)=C1C.[Zn]
    12%	-17%	?

Other structures.
Below each SMILES – RORgamma inh	VP16 counter	Menin MLL FP TR
- CC(C)Cc1ccc([C@@H](C)C(=O)NS(C)(=O)=O)cc1
    32%	-17%	-5%
- C=CCSC[C@@H]1Nc2cc(Cl)c(S(N)(=O)=O)cc2S(=O)(=O)N1
    4%[16.9 µM]	-11%[17 µM]	-9%[24.8 µM]
- COc1cccc(Cn2c(=O)c(-c3cccs3)nc3cnc(Nc4ccccc4)nc32)c1
    ?	-2%	?
- CNc1nc(Cl)nc2c1ncn2CC(COC(=O)C(C)(C)C)COC(=O)C(C)(C)C
    4%	-11%	10%
- COc1ccccc1CC(=N)N1C[C@@H]2C(=O)CCC(c3ccccc3)(c3ccccc3)[C@@H]2C1
    12%	-4%	-9%[24.8 µM]
- CC(C)C[C@H](NC(=O)CNC(=O)[C@H](C)NC(=O)[C@H](CC(C)C)NC(=O)[C@H](CCCNC(=N)N)NC(=O)[C@H](Cc1cnc[nH]1)NC(=O)[C@@H](NC(=O)[C@@H](NC(=O)[C@@H]1CSSC[C@H](NC(=O)[C@@H](N)CO)C(=O)N[C@@H](CC(N)=O)C(=O)N[C@@H]([C@@H](C)O)C(=O)N[C@@H](C)C(=O)N[C@@H]([C@@H](C)O)C(=O)N1)C(C)C)[C@@H](C)O)C(=O)N[C@@H](CC(C)C)C(=O)N[C@@H](CO)C(=O)N[C@@H](CCCNC(=N)N)C(=O)N[C@@H](CO)C(=O)NCC(=O)NCC(=O)N[C@H](C(=O)N[C@H](C(=O)N[C@@H](CCCCN)C(=O)N[C@@H](CC(=O)O)C(=O)N[C@@H](CC(N)=O)C(=O)N[C@@H](Cc1ccccc1)C(=O)N[C@H](C(=O)N1CCC[C@H]1C(=O)N[C@H](C(=O)N[C@@H](CC(N)=O)C(=O)N[C@H](C(=O)NCC(=O)N[C@@H](CO)C(=O)N[C@@H](CCCCN)C(=O)N[C@@H](C)C(=O)N[C@@H](Cc1ccccc1)C(N)=O)C(C)C)[C@@H](C)O)C(C)C)C(C)C)C(C)C
    15%	-2%	-8%
- C=CCOc1ccc(CC(=O)O)cc1Cl
    -5%&-2%	-5%&-10%	-8%&-8%
- O=C(c1ccco1)N1CCC2(CC1)CN(c1ccccn1)C2
    -15%	-22%	-5%
- O=S(=O)(CCc1ccccc1)c1nnnn1C1CCCCC1
    -2%	4%	5%
- CS(=O)(=O)N1CCC2(CCN(c3ccncc3)CC2)CC1
    3%	-12%	5%

High-throughput results (PubChem BioAssay)
